# Assay outcomes from PubChem BioAssay.
# ALDH1A1 block: inhibitors of human aldehyde dehydrogenase 1A1. actives 7.3% (n = 220,000). Potency, µM (series often up to 75.3 µM), without a hit: at the highest dose activity, negative = inhibition, most hits filed as inhibitors. Purified ALDH1A1, NADH fluorescence, propionaldehyde substrate; active means well fitted inhibition curve with a large enough effect, not every such curve was filed as active; inconclusive means small, poorly fitted or top-dose-only effect, or another doubt; inactive means no such curve, though single readings can be large or run the other way;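 further: plate controls were no enzyme wells and a reference inhibitor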
# Target sequence (P00352 whole entry, looked up): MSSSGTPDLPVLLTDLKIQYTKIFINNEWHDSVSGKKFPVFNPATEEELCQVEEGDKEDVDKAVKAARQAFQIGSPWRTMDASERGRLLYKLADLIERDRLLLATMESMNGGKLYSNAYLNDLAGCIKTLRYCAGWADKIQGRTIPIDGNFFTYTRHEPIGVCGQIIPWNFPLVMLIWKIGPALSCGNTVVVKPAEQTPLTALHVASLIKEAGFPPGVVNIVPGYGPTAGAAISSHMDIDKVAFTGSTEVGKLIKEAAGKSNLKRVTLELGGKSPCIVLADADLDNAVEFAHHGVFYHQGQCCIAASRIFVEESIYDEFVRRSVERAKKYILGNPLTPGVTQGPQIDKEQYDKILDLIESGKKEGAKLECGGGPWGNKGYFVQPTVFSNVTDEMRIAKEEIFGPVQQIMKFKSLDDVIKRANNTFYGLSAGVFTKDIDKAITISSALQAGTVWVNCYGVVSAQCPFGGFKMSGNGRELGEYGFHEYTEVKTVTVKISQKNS
# HTT aggregate: reduces HttQ103-GFP aggregates in PC12 cells. PC12 HttQ103-GFP aggregates, Acumen cytometry, 40 h. Potency, µM (highest dose often 46.1 µM), without a hit: at the highest dose activity change, negative = inhibition, most hits filed as inhibitors. actives 1.1% (n = 220,000); further: on the % scale 0 is the no-effect control and ±100 the full control effect; nearly all actives have a fitted effect of over 60% in size
#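 Quantitative HTS on tebufenozide-induced (100 nM) PC12 cells stably expressing polyQ103 Huntingtin exon 1–GFP. Reduction of bright GFP aggregates, detected by laser scanning cytometry after lysis, identified actives across the titration.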
# Tau fibril ThT: inhibitors of human tau fibril formation, thioflavin T binding | recombinant tau K18 P301L, heparin-induced fibrillization, ThT fluorescence | P10636 | Potency, µM (top dose mostly 57.4 µM), without a hit: top-dose activity, negative = inhibition, most hits filed as inhibitors | actives 2.1% (n = 270,000) | AID 1460; further: on the % scale 0 is the no-effect control and ±100 the full control effect; nearly all actives have a fitted effect of over 55% in size
# Target sequence (P10636 561-689 P618L limits assumed): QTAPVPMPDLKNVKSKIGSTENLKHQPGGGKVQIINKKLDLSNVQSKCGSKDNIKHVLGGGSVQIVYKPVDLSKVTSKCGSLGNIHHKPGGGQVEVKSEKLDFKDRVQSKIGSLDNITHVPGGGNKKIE
#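 Heparin-induced (20 uM) aggregation of recombinant human K18 P301L tau, 15 uM unlabeled with 0.24 uM labeled, pH 7 acetate buffer, 6 hr at 37 C with compound. Fibrils quantified by 30 uM ThT fluorescence after 1 hr ambient incubation.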
# HTT ATP protect: cytoprotection in Huntington HTT-Q103 PC12 cell model; actives 0.14% (n = 230,000); Potency, µM (highest dose often 56.4 µM), for inactives: cytoprotection (ATP increase), usual class: activators; PC12 HTT-Q103 induced, cytoprotection, ATP luminescence, 40 h;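 further: % of control where 0% means no effect; nearly all actives have a fitted effect of over 45% in size; toxic huntingtin expression switched on by the ecdysone agonist tebufenozide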
#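 Compounds were screened for protection of PC12 cells against cell death after tebufenozide induction (100 nM final) of mutant Huntingtin exon 1 (Q103) fused to GFP.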
# KDM4E inh: blocks human JMJD2E demethylase activity; JMJD2E catalytic domain, FDH-coupled NADH fluorescence (FDH is formaldehyde dehydrogenase); Potency, µM (doses to about 57.1 µM), for the others: top-dose activity change, negative = inhibition, actives largely listed as inhibitors; actives 1.6% (n = 230,000); B2RXH2; AID 2147; active means well fitted inhibition curve with a large enough effect, not every such curve was filed as active; inconclusive means small, poorly fitted or top-dose-only effect, or another doubt; inactive means no such curve, though single readings can be large or run the other way;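 further: 0% = wells with enzyme and -100% = buffer wells without enzyme; nearly all actives have a fitted effect of over 50% in size; many of its hits are not listed in these tables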
# Target sequence (B2RXH2 1-337 limits assumed): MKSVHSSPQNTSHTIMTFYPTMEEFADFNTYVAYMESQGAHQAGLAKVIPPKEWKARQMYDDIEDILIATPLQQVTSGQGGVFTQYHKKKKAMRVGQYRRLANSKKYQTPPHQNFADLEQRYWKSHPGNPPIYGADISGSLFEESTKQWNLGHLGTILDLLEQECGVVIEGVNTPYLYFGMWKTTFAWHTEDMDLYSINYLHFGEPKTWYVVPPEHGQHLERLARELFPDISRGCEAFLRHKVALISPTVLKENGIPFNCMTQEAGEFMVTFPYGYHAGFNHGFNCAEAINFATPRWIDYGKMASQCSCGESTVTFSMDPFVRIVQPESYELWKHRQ
# Tau fluor cs: counter-screen for tau fibril formation inhibitors. tau K18 P301L (four-repeat tau fragment) Alexa594 fluorescence, heparin fibrillization. Potency, µM (titrated, usually from 57.7 µM), for inactives: top-dose activity change, negative = decrease. actives 0.93% (n = 280,000); further: on the % scale 0 is the no-effect control and ±100 the full control effect; nearly all actives have a fitted effect of over 55% in size
#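 Human K18 P301L tau (15 uM unlabeled plus 0.24 uM Alexa 594-labeled, final) in 100 mM sodium acetate pH 7 was mixed with compound and 20 uM heparin and incubated 6 hr at 37 C.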
# Tau fibril FP: blocks human tau fibril formation measured by polarization | P10636 | K18 P301L tau heparin fibrillization, Alexa594 FP, 6 h | Potency, µM (series often up to 57.7 µM), inactives show at the highest dose activity, negative = inhibition, hits mostly inhibitors | actives 0.39% (n = 280,000) | AID 1468; further: on the % scale 0 is the no-effect control and ±100 the full control effect; nearly all actives have a fitted effect of over 55% in size
#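 Recombinant K18 P301L […], labeled with Alexa 594 at 0.24 uM over 15 uM unlabeled; heparin inducer 20 uM final; 37 C, 6 hr; FP endpoint.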
# SMN2 splice enh: SMN2 splice variant enhancement | AID 1458 | actives 2.8% (n = 210,000) | HEK293 SMN2-luciferase splicing reporter, luminescence, 30-36 h | Potency, µM (top dose mostly 46.1 µM), for inactives: top-dose activity change, positive = activation, hits mostly activators; further: % of control where 0% means no effect; nearly all actives have a fitted effect of over 55% in size
#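 HEK293 cells carry an SMN2 minigene-luciferase reporter in which exon 7 inclusion puts luciferase in frame. Cells were seeded at 2000 cells/well, attached for 10-12 hours, then exposed to compounds for 30-36 hours at 37C before ONE-Glo luminescence.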
# Active calls of the source: *; ? = inconclusive; / = no result given; [ ] = another dose, or the depositor's remark. Unless noted, the call rests on the fitted dose curve; in most records, active means well fitted curve in the direction sought with a large enough effect; inconclusive means small, poorly fitted or top-dose-only effect, or another doubt; inactive means no such curve, though single readings can be large; an effect the other way counts as inactive or inconclusive. Potency means the concentration at half of the fitted maximal effect. A portion of the library; rates above refer to the full screens.
# Start of the data: the first three entries as a preview:
SMILES,ALDH1A1 block,HTT aggregate,Tau fibril ThT,HTT ATP protect,KDM4E inh,Tau fluor cs,Tau fibril FP,SMN2 splice enh
Cc1cccc(/C=N\Nc2nnc(-c3ccccc3)c(=O)[nH]2)c1,10%,8%,?,/,5%,-11%,?,29%
COc1cccc(-c2nc(CS(=O)(=O)CC(=O)NCCc3ccc(OC)cc3OC)c(C)o2)c1,/,/,-17%,/,/,-21%,-9%,-33%[inhibitor]
CCc1cc2c(cc(C(=O)O)n2C)s1,-22%,6%[9.22 µM],-22%,-28%,-3%,-10%,-5%,-35%

# The listing, repeating the preview:
SMILES,ALDH1A1 block,HTT aggregate,Tau fibril ThT,HTT ATP protect,KDM4E inh,Tau fluor cs,Tau fibril FP,SMN2 splice enh
Cc1cccc(/C=N\Nc2nnc(-c3ccccc3)c(=O)[nH]2)c1,10%,8%,?,/,5%,-11%,?,29%
COc1cccc(-c2nc(CS(=O)(=O)CC(=O)NCCc3ccc(OC)cc3OC)c(C)o2)c1,/,/,-17%,/,/,-21%,-9%,-33%[inhibitor]
CCc1cc2c(cc(C(=O)O)n2C)s1,-22%,6%[9.22 µM],-22%,-28%,-3%,-10%,-5%,-35%
CCOC(=O)c1cccc(NC(=O)CN(c2ccc(C)cc2)S(=O)(=O)c2c(C)n[nH]c2C)c1,2%,9%,-11%,-5%,1%,?,-2%,-12%
CC1=C(C(=O)N2CCN(c3ccccc3)CC2)C2(CCCCC2)OC1=O,/,/,-9%,/,/,-17%,-3%,10%
Cc1cccc(CCNC(=O)C2CCN(S(=O)(=O)c3c(C)nn(C)c3C)CC2)c1,-7%,-31%,-15%,-34%,2%,-14%,-2%,14%
N#C/C(=C/c1cn(Cc2ccc(F)cc2)c2ccccc12)C(=O)Nc1cccc(Cl)c1,/,/,?,/,/,?,?,10%
CCOc1ccc(-n2c(Cc3cc(=O)[nH]c(=O)[nH]3)nnc2SCC(=O)OC)cc1,-13%,-1%,-6%,-12%,-4%,-4%,-3%,-2%
Cn1c(SCC(=O)NCCN2C(=O)CSC2=O)nnc1-c1ccccc1,9%,8%,-5%,11%[10 µM],10%,-4%,-3%,-16%
O=C(NCCCN1CCOCC1)C(=O)N/N=C/c1c(Cl)cccc1Cl,6%,/,-8%,/,1%,-1%,-1%,8%
CCC(NC(=O)c1ccccc1NC(=O)c1ccc(OC)cc1)C(=O)N1CCCC1 (stereo not given),-8%,8%,-6%,/,-1%,1%,1%,?
Cc1cc(NC(=O)C(C)C)ncc1NC(=O)Cc1ccccc1,5%,20%,-6%,-26%,3%,-1%,2%,-5%
COc1ccccc1C1CC(=O)Oc2cc(C)cc(C)c21 (stereo not given),-17%,/,-10%[81.4 µM],7%,/,-8%[81.3 µM],-3%[81.3 µM],/
Cc1cccc(C(=O)Oc2ccccc2C2C[C@]3(C)CC(=O)NC3N2C(=O)c2cccc(C)c2)c1 (stereo not given in full),26%,30%,?,-17%,6%,-4%,4%,-6%
Cc1ccc(NC2=C/C(=N/S(=O)(=O)c3cccs3)c3ccccc3C2=O)cc1,12%,3.5µM*,?,/,3%,8.9µM*[quencher],-1%,/
CCn1ccnc1CN1CCCC(CO)(Cc2cccc(OC)c2)C1 (stereo not given),1%,/,8%,/,9%,1%,6%,-24%
COc1ccccc1S(=O)(=O)Cc1ccc(C(=O)N2CCN(c3ccccn3)CC2)o1,-9%,-11%,2%,13%,3%,9%,7%,-9%
CCOC(=O)CSc1nnc(Cn2nnc(-c3ccccc3)n2)n1C,3%,-10%,11%,16%,2%,2%,-6%,/
COc1cc(-c2nc(C)c(C(C)=O)n2O)ccc1OCC(=O)Nc1ccc(Cl)cc1,-4%,-13%,?,-34%[inhibitor],-30%,-22%,11%,-29%
Cc1ccccc1-c1ccc(Nc2ccc(N3CCOCC3)cc2)nn1,8.9µM*,2%,14µM*,-22%[10 µM],-29%,?,8%,-17%
CCOc1ccc2c(C)nc(NC3=NC(C)(C)C=C(C)N3)nc2c1,3%,-11%,?,-1%[10 µM],?,-5%,2%,0%
Cc1ccc(C2CC(=O)Nc3sc(C(N)=O)c(N)c32)cc1 (stereo not given),9%,8%,3%,6%,-2%,-5%,5%,7%
CCS(=O)(=O)N1CCCC(c2nc(-c3cccc(OC)c3)no2)C1 (stereo not given),-3%,-5%,-2%,19%[10 µM],-4%,-9%,3%,?
COc1ccc(-c2nc(SCC(=O)Nc3cc(C)on3)n[nH]2)cc1,10%,10%,-14%,-13%,-2%,-20%,?,-11%
COc1ccc2c(c1OC)C(=O)c1ccccc1C2=O,-10%,4%,-13%,-14%,2%,-4%,6%,?

# Going on with the list:
SMILES,ALDH1A1 block,HTT aggregate,Tau fibril ThT,HTT ATP protect,KDM4E inh,Tau fluor cs,Tau fibril FP,SMN2 splice enh
Cc1ccc(C(=O)CNc2cccc([N+](=O)[O-])c2)cc1,13µM*,11%,?,-27%,-16%,-11%,-1%,/
CO/N=C(\C)CCN1CCCCc2nc(C)c(C)cc21,10%[13.5 µM],/,-4%[11.5 µM],-6%[10 µM],/,-5%[11.6 µM],2%[11.6 µM],/
CC(=O)c1ccc(N2CCN(C(=O)CCCn3c(=O)[nH]c4ccccc4c3=O)CC2)cc1,4%,13%,?,-23%,-18%,-24%,?,/
CN(CC(N)=O)S(=O)(=O)c1ccc(F)cc1,9%,12%,-12%,-14%,2%,-11%,2%,-6%
O=C(CCc1nc(-c2ccccc2F)no1)NCc1ccco1,-2%,-10%,-2%,5%,1%,4%,5%,6%
CC(=O)N1CCc2cc(S(=O)(=O)CCC(=O)NCc3ccc4c(c3)OCO4)ccc21,5%,8%,1%,-14%,-1%,-2%,-7%,-18%
O=[N+]([O-])c1ccc2c(c1)[nH]c(=S)n2-c1ccccc1,4µM*,14%,-18%,-37%[inhibitor],6%,-16%,2%,7%
CC12CCC(C(=O)N3CCN(c4ccccc4)CC3)(CC1=O)C2(C)C (stereo not given),-12%,-3%,-14%,-11%[0.074 µM],6%,-11%,-3%,-2%
O=C(OC1CCOC1=O)c1cncc(Br)c1 (stereo not given),5%,-5%,8%,-15%,-4%,10%,1%,-2%
Cc1c(-c2ccccc2)sc(Br)c1C(=O)N1CCOCC1,13%,-13%,-15%,-11%,3%,-12%,5%,-5%
COc1cc(NC(=O)C23CC4CC(C2)CC(n2cnc([N+](=O)[O-])n2)(C4)C3)cc(OC)c1,2%,21%,?,21%[10 µM],3%,-26%,1%,4%
CCN(Cc1cc(=O)n2cc(Cl)c(C)c(Cl)c2n1)Cc1nc2ccccc2c(=O)[nH]1,?,6%,-13%,-35%,?,-8%,-1%,6%
O=C(Nc1ccc(Cl)cc1)N(CCCN1CCOCC1)Cc1cccs1,-9%,0%,-1%,10%,11%,-11%,-7%,-7%
O=C1N(Cc2ccc3c(c2)OCO3)c2ccccc2C1(O)c1c[nH]c2ccccc12 (stereo not given),3.2µM*,-2%,-4%,-33%,4%,?,?,-5%
O=C(NCCc1ccccc1)c1ccc(OCCOc2ccccc2)cc1,5%,1%,-6%,-23%,3%,4%,-5%,-1%
CC(=O)N1CCN(c2ccccc2NC(=O)c2cc(Br)ccc2Cl)CC1,5%,14%,-10%,-7%[0.074 µM],-1%,-7%,4%,-13%
CN(Cc1cccs1)C(=O)c1ccc(S(=O)(=O)N2CCCCC2)cc1,/,-3%[9.22 µM],-2%,5%[10 µM],-3%,-5%,-1%,/
CC(C)NC(=O)c1sc2c(c1C(=O)Nc1cccnc1)CCCC2,/,4%[9.22 µM],2%,-9%[10 µM],-18%,-2%,-1%,/
Cc1ccc(/C=N/NC(=O)c2nnn(-c3nonc3N)c2CSc2ccccc2)cc1,/,-22%[9.22 µM],-6%,-5%[10 µM],2%,-24%,?,/
COc1ccc(-n2c(=O)c3ccccc3n(Cc3ccccc3C)c2=O)c(OC)c1,/,/,-11%,/,/,-15%,-5%,-1%
Cc1ccc(C)c(NC(=O)Cc2coc3cc4c(cc23)CCC4)c1,5%,11%,7%,-4%[1.9 µM],2%,-3%,5%,6%
CCC(=O)O/N=C(\N)c1ccc(Oc2cc(C)c(Cl)c(C)c2)c([N+](=O)[O-])c1,/,-14%[9.22 µM],/,4%[10 µM],-7%,-19%,-8%,/
FC(F)(F)COc1cc(-c2nnc(SCc3ccccc3)n2Cc2ccco2)cc(OCC(F)(F)F)n1,-10%,-16%[9.22 µM],?,-19%[10 µM],-7%,3%,3%,/
CCOC(=O)c1ccccc1NC(=O)c1c(F)c(F)c(F)c(F)c1F,4%,?,-10%,-14%,12%,-9%,-2%,30%
COCCCN(C(=S)NC(=O)C12CC3CC(CC(C3)C1)C2)c1c(N)n(Cc2ccccc2)c(=O)[nH]c1=O,-8%,5%[9.22 µM],-9%,-29%,7%,-2%,-4%,10%

# The list continues:
SMILES,ALDH1A1 block,HTT aggregate,Tau fibril ThT,HTT ATP protect,KDM4E inh,Tau fluor cs,Tau fibril FP,SMN2 splice enh
COc1ccc2sc(N3C(=O)CC(Cc4cccc(C)c4)C3=O)nc2c1 (stereo not given),?,1%,-17%,-8%,-9%,0%,1%,6%
O=C(CC1C(=O)NCCN1C(=O)Nc1ccccc1)Nc1ccc2c(c1)OCO2 (stereo not given),0%,3%,6%,2%[0.074 µM],-1%,-6%,8%,-17%
Cc1ccc2nc3c(cc(C(=O)NCCCn4ccnc4)n3C)c(=O)n2c1,?,20%,-17%,-11%,?,-6%,-6%,-15%
Cc1ccc(CSc2nnc(-c3ccccc3N)c(=O)[nH]2)cc1,-10%,-27%,?,-11%[10 µM],-30%,-24%,5%,-7%
Cc1cccc(NC(=O)C2CCCC2)c1,12%,8%,-5%,8%[10 µM],2%,-4%,-1%,-8%
COc1ccc(Cl)c(Cn2c(NCC(C)O)nc3c2c(=O)n(C)c(=O)n3C)c1 (stereo not given),?,-13%,-8%,7%,1%,-11%,0%,-28%
Cc1oc(-c2cccc(F)c2)nc1CN1CCCCC1CCc1ccccn1 (stereo not given),-7%,-2%[9.22 µM],-9%,-10%[10 µM],-11%,-4%,-4%,/
COc1cc(NC(=O)COC(C)=O)c(C)cc1[N+](=O)[O-],-5%,-18%,-8%,15%[10 µM],4%,-7%,-4%,-5%
O=C(O)CSCc1cn2cc(Cl)ccc2n1,?,-8%,-7%,-6%[10 µM],?,-10%,-6%,18%
